Screening results from PubChem BioAssay.
PTHR1 ag – PTHR1 (human) receptor agonism | Q03431 | HEK293 GP2 PTHR1 cells, GloSensor cAMP luminescence, 1 h | Potency, µM (doses to about 115 µM), for the others: at the highest dose activation, most hits filed as activators | actives 0.075% (n = 410,000); further: potency means the concentration at half of the fitted maximal effect; nearly all actives have a fitted effect of over 55% in size; some results filed as inactive show a strong effect at the top dose; inactives centre near -15; many of its hits are not listed in these tables
Target sequence (Q03431 whole entry, looked up): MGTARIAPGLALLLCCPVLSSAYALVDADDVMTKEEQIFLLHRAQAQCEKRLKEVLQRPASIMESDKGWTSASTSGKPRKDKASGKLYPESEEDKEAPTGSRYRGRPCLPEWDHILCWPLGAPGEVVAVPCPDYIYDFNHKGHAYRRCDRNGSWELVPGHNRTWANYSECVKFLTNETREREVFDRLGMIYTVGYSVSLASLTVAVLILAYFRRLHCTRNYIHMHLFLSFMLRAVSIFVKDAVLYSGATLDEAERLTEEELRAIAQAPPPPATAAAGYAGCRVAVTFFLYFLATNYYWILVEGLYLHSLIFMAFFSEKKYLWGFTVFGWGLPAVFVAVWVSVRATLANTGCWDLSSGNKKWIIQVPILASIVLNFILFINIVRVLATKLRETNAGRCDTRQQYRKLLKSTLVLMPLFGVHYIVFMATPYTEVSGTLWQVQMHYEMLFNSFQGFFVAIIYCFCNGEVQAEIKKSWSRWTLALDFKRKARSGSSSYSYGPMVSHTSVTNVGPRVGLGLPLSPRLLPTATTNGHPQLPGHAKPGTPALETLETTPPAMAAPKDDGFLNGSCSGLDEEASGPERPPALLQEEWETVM
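HEK-293-derived GP2 cells expressing PTHR1 and a GloSensor cAMP reporter, 3,000/well, plated overnight, given luciferin plus IBMX (each 0.5 mM as added) for 1 h at 37 °C, then compound for 1 h at 37 °C. Luminescence was read after 15 min at room temperature.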
DRD3 antagonist – antagonists of human D3 dopamine receptor. actives 2.5% (n = 360,000). D3R cells, DiscoveRx beta-arrestin luminescence, antagonist mode; stronger effect = lower value. max response, negative = inhibition, %. AID 652054. P35462; in the data active means max response below about -50%; inconclusive means no clear call, values can overlap the other calls; further: on the % scale 0 is the no-effect control and ±100 the full control effect; mostly tested at two doses, the higher about 12 µM
Target sequence (P35462 whole entry, looked up): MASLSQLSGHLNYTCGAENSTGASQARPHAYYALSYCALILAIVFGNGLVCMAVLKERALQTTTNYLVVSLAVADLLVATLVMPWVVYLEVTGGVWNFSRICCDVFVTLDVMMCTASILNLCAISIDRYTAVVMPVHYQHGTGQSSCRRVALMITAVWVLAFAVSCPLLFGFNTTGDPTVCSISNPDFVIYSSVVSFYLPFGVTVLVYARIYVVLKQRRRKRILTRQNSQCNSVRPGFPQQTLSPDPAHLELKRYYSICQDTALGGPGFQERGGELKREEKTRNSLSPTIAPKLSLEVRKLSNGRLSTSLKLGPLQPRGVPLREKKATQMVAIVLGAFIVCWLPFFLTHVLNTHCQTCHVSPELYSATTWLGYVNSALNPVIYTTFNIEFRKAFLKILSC
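Cells plated overnight at 1500 cells/well, then exposed to library compounds with dopamine controls for 90 minutes at 37 degrees C. DiscoveRx reagent added for 30–60 minutes at room temperature; luminescence read, quantitative HTS format.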
DRD3 agonist – D3 dopamine receptor (human) agonism | max activation, % | P35462 | D3R DiscoveRx beta-arrestin cells, luminescence, 90 min | actives 0.58% (n = 410,000); in the data active means max activation above about 30%; further: 0% is about no effect; mostly tested at two doses, the higher about 12 µM
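Cells at 1500/well, incubated overnight, then treated with pinned compounds (dopamine as control) for 90 min at 37 degrees C. DiscoveRx reagent added for 30 - 60 minutes at room temperature; luminescence read.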
CCT modulator – cytosolic chaperonin activity modulation; AID 651819; activity change, % (no concentration beside the values), hits read low; actives 0.3% (n = 360,000); purified chaperonin ATPase assay, HTRF ADP detection, 30 min; in the data active means activity change below about -30%; further: on the % scale 0 is the no-effect control and ±100 the full control effect
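TRiC at 40 or 20 nM final (batch-dependent) in 30 mM Tris pH 7.4, 100 mM KCl, 5 mM MgCl2, 1 mM DTT, with compound at single 76 uM and 10 uM ATP, 30 min at 37 deg C. ADP detected by HTRF Transcreener, 665/615 ratio.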
EPAC2 ag – agonists of human EPAC2 (RAPGEF4); Q8WZA2; EPAC2 activation, biochemical qHTS; response scale: 100% = 6.5 mM cAMP response; Potency, µM (series often up to 154 µM), inactives show top-dose activation, most hits filed as activators; actives 0.079% (n = 360,000); AID 720711; further: potency means the concentration at half of the fitted maximal effect; nearly all actives have a fitted effect of over 50% in size
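Setup: EPAC2 100 nM, labeled Rap1B complex 250 nM, free GDP 50 uM. Compound titrations pinned in, brief spin, 5 min room temperature incubation. Kinetic fluorescence read over 30 min, normalized to 6.5 mM cAMP.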
EPAC2 antag – antagonists of human EPAC2; Q8WZA2; EPAC2 GEF exchange of Rap1B-BODIPY-GDP, fluorescence; Potency, µM (top dose mostly 114 µM), for the others: top-dose activity, negative = inhibition, hits mostly inhibitors; actives 0.18% (n = 360,000); AID 720708; further: potency means the concentration at half of the fitted maximal effect; on the % scale 0 is the no-effect control and ±100 the full control effect; nearly all actives have a fitted effect of over 45% in size; many of its hits are not listed in these tables
pAkt inh – blocks phosphorylation of Akt. Neuro2A IGF-stimulated pAkt S473 HTRF, 20 min; stronger effect = lower value. activity change, % for hits at 50 µM. actives 0.32% (n = 360,000). AID 651550; in the data active means activity change below about -80%; inconclusive means mostly about -51% to -80%; further: on the % scale 0 is the no-effect control and ±100 the full control effect
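Neuro2A cells in DMEM with 0.5% FBS, overnight at 37 deg C, given compound at single 50 µM final, then IGF (6 nM final) for 20 min at 37 deg C. Lysed; phospho-Akt Ser473 by HTRF after 24 h, 665/615 ratio.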
MmCpn inh – inhibitors of Methanococcus maripaludis chaperonin (MmCpn) | purified Mm-Cpn ATPase, ADP Transcreener TR-FRET | Potency, µM (series often up to 76.9 µM), for the others: top-dose activity, negative = inhibition, usual class: inhibitors | actives 0.031% (n = 330,000) | AID 504842; further: potency means the concentration at half of the fitted maximal effect; on the % scale 0 is the no-effect control and ±100 the full control effect; nearly all actives have a fitted effect of over 80% in size
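Quantitative HTS used 25 nM Mm-CPN and 10 uM ATP in magnesium/KCl Tris buffer, pH 7.4, with 1 mM DTT. Hydrolysis ran 30 min at 37°C; ADP was read by HTRF.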
* = called active by the depositor; i = inactive; u = inconclusive; x = not tested or not shown; & = joins results of further samples; ! = not confirmed by another sample; [ ] = another dose, or the depositor's remark. Unless noted, the call rests on the fitted dose curve; in most records, active means well fitted curve in the direction sought with a large enough effect; inconclusive means small, poorly fitted or top-dose-only effect, or another doubt; inactive means no such curve, though single readings can be large; an effect the other way counts as inactive or inconclusive. Some of the compounds tested (hit frequency here may not be typical).

SMILES	PTHR1 ag	DRD3 antagonist	DRD3 agonist	CCT modulator	EPAC2 ag	EPAC2 antag	pAkt inh	MmCpn inh
Cc1c(C(=O)N2CCC2)oc2c(F)cccc12	-32%[inhibitor]	22	-1	-2.4	7%	0%	i	0%
CCCOP(=O)(OCCC)C(NC(=O)C(C)(C)C)c1ccccc1 (stereo not drawn)	i	6	7	0.2	1%	-1%	i	2%
CCCCC(=O)NC(c1ccc(N(CC)CC)cc1)c1ccc2cccnc2c1O (stereo not drawn)	i	-4	32*	-0.7	-10%	12%	i	0%
COc1ccc(C(C(=O)NC(C)(C)C)N(C(=O)CCC(=O)Nc2cc(C)on2)c2ccc3c(c2)OCCO3)cc1 (stereo not drawn)	-20%	-7	-16	1.6	8%	-6%	i	0%
CCOC(=O)C1CCN(CCC(=O)Nc2cc(C)ccc2C)CC1	i	-2	-12	-2.3	2%	-5%	i	1%
COc1ccc(S(=O)(=O)N(C)C[C@@H]2OCc3cnnn3CCCC(=O)N([C@@H](C)CO)C[C@H]2C)cc1	-25%	0	5	2.2	-3%	10%	i	x
COCCN(Cc1ccccc1)C(=O)c1cc(S(=O)(=O)N2CCCCCC2)ccc1OC	-2%	7	-9	1.1	-5%	-1%	i	-1%
CCc1nnc(NC(=O)CC(CN(C)S(=O)(=O)c2ccccc2)c2ccccc2)s1 (stereo not drawn)	-13%	-8	-7	-1.8	13%	-15%	i	0%
Cc1cc(O)cc(=O)n1CCc1ccccc1	i	16	1	2.3	-2%	-4%	i	0%
CCC1CN(C(=O)Nc2cccc(C)c2)c2cc(C)ccc2O1 (stereo not drawn)	-7%	-11	-2	-3.0	17%	-18%	i	2%
CN(C)S(=O)(=O)N1CCC(CO)(Cc2cccc(C(F)(F)F)c2)CC1	-21%	4	4	1.7	-5%	-12%	i	-4%
COc1ccc(NC(=O)COC(=O)c2ccc3ccccc3n2)cc1	-12%	-13	-2	-1.6	-7%	16%	i	1%
CCCCCCCCSc1n[nH]c(N)n1	30%	16	-4	-4.4	-11%	-18%	i	3%
Oc1cc(O)c2c(c1)O[C@H](c1ccc(O)c(O)c1)[C@@H](O)C2	-8%	-5	-9	0.2	2%	0%	i	1%
O=C(N/N=C/c1ccccc1F)c1cccc2ccccc12	-25%	-7	2	-1.1	3%	9%	i	0%
CCOc1ccc2ccccc2c1C(=O)N[C@@H]1C(=O)N2[C@@H]1SC(C)(C)[C@@H]2C(=O)O	-25%&3%	105&-4	49*!	-0.8&-2.5	-4%&11%	-3%&-13%	i	2%
COC(=O)[C@H]1C[C@H]1[C@@H](NC(=O)c1cccnc1)c1ccccc1	-11%	0	-34	-1.7	12%	-7%	i	x
COc1ccc(-c2c(C)nn3c(NC4CCCC4)cc(C)nc23)cc1OC	-36%[inhibitor]	28	6	-0.9	18%	-15%	i	-3%
COC(=O)COc1ccc(S(=O)(=O)Nc2ccc(C(N)=O)cc2)cc1	-4%[57.5 µM]	16	20	1.6	5%	8%	i	1%
Cc1noc(N)c1C(=O)Nc1ccc(F)cc1	i	-7	3	-1.7	3%	10%	i	-9%
Cc1ccc(S(=O)(=O)Nc2ccc3ncccc3c2[N+](=O)[O-])cc1	-6%	0	-17	-2.4	8%	-1%	i	x
CC(C)N(Cc1nc(-c2ccc3c(c2)OCO3)no1)Cc1nccn1C	-21%	8	0	0.6	4%	-4%	i	-2%
Cn1c(CSCc2ccccc2)nnc1SCC(=O)Nc1ccc(C(=O)O)cc1	-10%	-14	-7	0.1	2%	24%	i	-4%
Cc1ccc(OCc2nnc(N)s2)cc1	-9%	-12	-5	3.0	3%	4%	i	1%
CC(C)NC(=O)Cn1nnc(-c2ccc(Cl)cc2)n1	-2%	-19	5	2.2	13%	6%	i	1%
c1ccc(-c2ncc3c(ccc4ccccc43)n2)cc1	-22%	3	4	-0.7	-3%	6%	i	1%
COc1ccc(/C=C(\C#N)C(=O)Nc2cc(S(=O)(=O)N3CCOCC3)ccc2N2CCCC2)cc1	-10%	-6	13	1.2	-1%	8%	i	u
COc1ccc(C#Cc2cccc(-c3nc(C(=O)N4CCN(C)CC4)cc4c3[C@H](CCO)N(S(=O)C(C)(C)C)C4)c2)cc1OC (stereo partly drawn)	-17%	-10	-9	0.8	3%	2%	i	x
O=[N+]([O-])c1ccccc1/C=N/NC1=NCCCCC1	-18%	3	-8	-1.6	-9%	-5%	i	0%
CCN(C(=O)COC(=O)c1ccc(F)c(S(=O)(=O)N2CCOCC2)c1)C1CCS(=O)(=O)C1 (stereo not drawn)	i	0	0	-0.8	-2%	5%	i	-1%
C[C@@H]1CN([C@H](C)CO)S(=O)(=O)c2ccc(C#Cc3ccccc3F)cc2O[C@@H]1CN(C)C(=O)Cc1ccccc1	-38%	18	-5	-7.6	14%	4%	i	x
CCc1cccc2c(C#N)cn(CC(=O)NCc3ccco3)c12	-11%	1	-5	-1.2	-1%	10%	i	2%
CC(O)CNCCNCc1cccs1 (stereo not drawn)	i	-5	0	-2.5	2%	0%	i	2%
CN(C)c1ccc(N=Nc2ccc(S(N)(=O)=O)cc2)cc1	-12%	-7	-10	-8.6	-7%	-5%	i	-5%
CC(C)CCNC(=O)c1c(CSc2ccccc2)noc1C(=O)NCc1ccccc1	-12%	-20	-11	0.0	13%	-10%	i	1%
CC1CC(C)CN(C(=O)COC(=O)c2ccc(Cl)nc2)C1 (stereo not drawn)	-5%	0	-1	0.8	6%	9%	i	-1%
COC(=O)c1scc(S(=O)(=O)C(C)(C)C)c1N	i	19	2	1.0	-3%	3%	i	-3%
COc1ccc(C/C(N)=N/OC(=O)c2cccc([N+](=O)[O-])c2)cc1	-2%	0	3	-0.3	8%	-7%	i	-1%
CN1C(=O)C(C)(C)c2cc(S(=O)(=O)N3CCN(c4ccccc4F)CC3)ccc21	i	1	3	0.8	5%	-27%	i	-1%
O=c1[nH]cc(I)cc1I	-1%	24	4	-0.4	-4%	-21%	i	0%
Cc1ccc(C(=O)CC2C(=O)N(c3ccccc3)C(=S)N2c2ccccc2)cc1 (stereo not drawn)	i	5	-6	-2.4	7%	-9%	i	-1%
C[C@@H]1COc2cccc(N(C)CCO)c2S(=O)(=O)N1	-16%	0	1	1.5	9%	10%	i	x
COc1cc(C(=O)CCc2ccc3c(c2)OCO3)cc(OC)c1OC	-9%	-2	6	-8.6	22%	-21%	i	x
C#CCOc1nc(C)cc(C)c1S(=O)(=O)c1ccccc1C	-12%	11	12	-2.6	7%	28µM*	i	-11%
COc1ccc(CCN2CC(C(=O)NCCN3CCCC3=O)CCC2=O)cc1 (stereo not drawn)	u	-6	-1	0.3	1%	2%	i	-1%
NC(=O)c1nsc(C(=O)N(c2ccc3c(c2)OCO3)C(C(=O)NCC2CCCO2)c2ccc(F)cc2)c1N (stereo not drawn)	i	1	-2	0.3	-12%	-11%	i	-1%
COc1ccc(C(=O)COC(=O)CNC(=O)c2ccc(C)s2)c(OC)c1	i	9	2	0.2	7%	-4%	i	1%
COc1cc(Cl)ccc1OCc1cc(C(=O)NCC(C)c2ccccc2)no1 (stereo not drawn)	-2%	-20	11	-1.5	21%	4%	i	1%
O=S(=O)(NCCc1ccc(F)cc1)c1ccc(F)cc1Br	-57%[inhibitor]	8	6	-0.9	5%	-4%	i	1%
O=C(Cn1nnc(-c2ccccc2)n1)Nc1cccc(S(=O)(=O)N2CCCC2)c1	-62%[inhibitor]	6	-12	-2.8	12%	0%	i	2%
(further entries)
SMILES	PTHR1 ag	DRD3 antagonist	DRD3 agonist	CCT modulator	EPAC2 ag	EPAC2 antag	pAkt inh	MmCpn inh
CC(C)=CCc1c(-c2ccc(O)cc2O)oc2c3c(cc(O)c2c1=O)OC(C)(C)C=C3	-50%[inhibitor]	-20	-8	-2.7	9%	-2%	i	x
COc1ccc2oc(C(=O)OCC(=O)Nc3ccccc3OC)c(C)c2c1	-39%[inhibitor]	17	2	-1.2	-8%	8%	i	-1%
COC(=O)C(Cc1ccccc1)NC(=O)CC(C)CC(=O)Nc1ccc(OC)cc1OC (stereo not drawn)	-25%	-12	1	0.7	-3%	7%	i	-1%
CCS(=O)(=O)NCCc1csc(-c2ccccc2)n1	-7%[57.5 µM]	-5	-9	0.0	5%	6%	i	1%
COC(=O)C1CCN(S(=O)(=O)CCNC(=O)c2ccc(F)cc2)CC1	-12%	-7	-13	1.0	6%	15%	i	1%
O=C(Nc1ccnn1C1CCN(C2CCCCC2)CC1)c1ccccc1	u	-6	-17	-1.6	15%	20%	i	2%
C1CCc2nnc(-c3nnc4n3CCCCC4)n2CC1	i	-10	-5	-0.8	15%	3%	i	2%
O=C(CCCSc1nc2ccccc2[nH]1)Nc1ccccc1	i	-16	5	0.6	6%	-8%	i	-5%
COc1cccc2cc(C(=O)Nc3ccccc3Cl)/c(=N/NS(=O)(=O)c3ccccc3)oc12	-2%	-2	-5	-1.3	-1%	0%	i	-5%
Nc1nonc1-n1nnc(C(=O)N/N=C/c2ccccc2)c1CSc1ccccc1	i	1	25	1.2	6%	2%	i	2%

Some of the entries so far, bar-delimited.
Molecule | PTHR1 ag | DRD3 antagonist | DRD3 agonist | CCT modulator | EPAC2 ag | EPAC2 antag | pAkt inh | MmCpn inh
C#CCOc1nc(C)cc(C)c1S(=O)(=O)c1ccccc1C | -12% | 11 | 12 | -2.6 | 7% | 28µM* | i | -11%
COc1ccc(CCN2CC(C(=O)NCCN3CCCC3=O)CCC2=O)cc1 (stereo not drawn) | u | -6 | -1 | 0.3 | 1% | 2% | i | -1%
NC(=O)c1nsc(C(=O)N(c2ccc3c(c2)OCO3)C(C(=O)NCC2CCCO2)c2ccc(F)cc2)c1N (stereo not drawn) | i | 1 | -2 | 0.3 | -12% | -11% | i | -1%

The list continues:
SMILES	PTHR1 ag	DRD3 antagonist	DRD3 agonist	CCT modulator	EPAC2 ag	EPAC2 antag	pAkt inh	MmCpn inh
Cc1cc(C)nc(SCc2ccccc2C#N)n1	i	-8	2	-1.8	9%	4%	i	1%
C[C@H](CO)N1C[C@H](C)[C@@H](CN(C)S(=O)(=O)c2ccc(F)cc2)Oc2ccc(NC(=O)C3CCCCC3)cc2C1=O	-31%[inhibitor]	-23	-15	1.2	5%	5%	i	-9%
Cc1cc(NC(=O)c2ccc(C#N)cc2)on1	-19%	-11	-2	-6.0	9%	5%	i	-1%
Cc1c(C)n2c(SCC(=O)N3CCN(c4ccccc4)CC3)nnc2[nH]c1=O	i	23	4	-1.9	5%	13%	i	3%
